Screening results deposited in PubChem by National Center for Advancing Translational Sciences (NCATS).
TRHR PAM = allosterically enhances the human TRH receptor. TRHR cells, fluo-8 calcium fluorescence, EC20 TRH enhancement. 360,000 tested, 0.66% active. P34981. AID 493056. enhancement, % at 2 µM; in the data active means enhancement above about 30%; further: 0% is about no effect
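TRHR-expressing cells loaded with fluo-8 calcium dye were read kinetically (ex 480/em 530) during compound addition, then stimulated with an EC20 of TRH (10 nM final). Enhancement of the Gq-mediated intracellular calcium response was scored.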
D2 antagonist = antagonizes the human D2 dopamine receptor; P14416; inhibition, % at 10 µM; 340,000 tested, 2% active; HEK293 TREx D2 cells, calcium flux, dopamine EC80; in the data active means inhibition above about 30%; further: 0% is about no effect
Target sequence (P14416 whole entry, looked up): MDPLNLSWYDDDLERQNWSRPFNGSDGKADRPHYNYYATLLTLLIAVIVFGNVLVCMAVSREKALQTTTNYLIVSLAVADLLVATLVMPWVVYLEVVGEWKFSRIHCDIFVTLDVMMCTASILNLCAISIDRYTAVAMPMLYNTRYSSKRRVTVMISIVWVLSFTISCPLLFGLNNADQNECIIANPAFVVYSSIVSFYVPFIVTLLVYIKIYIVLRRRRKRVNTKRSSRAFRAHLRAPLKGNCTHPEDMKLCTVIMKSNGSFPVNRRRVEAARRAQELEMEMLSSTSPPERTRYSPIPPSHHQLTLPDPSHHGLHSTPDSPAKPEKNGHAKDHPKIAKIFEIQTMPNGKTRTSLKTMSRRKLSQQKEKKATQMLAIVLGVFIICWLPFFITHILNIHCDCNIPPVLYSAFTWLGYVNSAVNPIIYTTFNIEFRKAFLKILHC
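Compounds are added to dye-loaded, induced HEK293 T-REx cells coupled to calcium release via D2; after a 3 min kinetic read an EC80 dopamine stimulus is given and fluorescence is recorded for 3 more min.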
rTrxR1 inhibitor = inhibitors of rat thioredoxin reductase 1. O89049. recombinant rTrxR1, NADPH fluorescence consumption, selenite substrate. Potency, µM (series often up to 114 µM), inactives show at the highest dose activity change, negative = inhibition, actives largely listed as inhibitors. 390,000 tested, 1% active; further: potency means the concentration at half of the fitted maximal effect; on the % scale 0 is the no-effect control and ±100 the full control effect; nearly all actives have a fitted effect of over 65% in size
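Rat TrxR1 (90 nM in the dispensed reagent) was pre-reduced with 400 uM NADPH for 5 min at room temperature, then incubated with compound for 15 min. After 400 uM selenite was added, NADPH fluorescence (Ex 340/Em 450 nm) was followed for 8 min.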
D2 ag = activates the human D2 dopamine receptor; 340,000 tested, 0.53% active; HEK293 T-REx D2 cells, calcium flux agonist mode; AID 485358; activation, % at 2 µM; P14416;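 active means activation over 3 SD above normal in the single-dose calcium agonist read, cut at about 30% in these data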; further: 0% is about no effect
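Tetracycline-induced HEK293 T-REx cells with force-coupled D2 receptor, plated overnight at 30 C, loaded with no-wash calcium dye. After a 10 s baseline, compound was pin-added and calcium flux read kinetically for 180 s; calcium rises flagged agonists.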
IDH1 R132H inh = human IDH1 R132H inhibition; O75874; IDH1-R132H enzyme, NADPH consumption, diaphorase/resazurin fluorescence; Potency, µM (top dose mostly 76.6 µM), without a hit: at the top dose activity change, negative = inhibition, usual class: inhibitors; 390,000 tested, 0.093% active; further: potency means the concentration at half of the fitted maximal effect; on the % scale 0 is the no-effect control and ±100 the full control effect; nearly all actives have a fitted effect of over 65% in size
Target sequence (O75874 whole entry R132H, stated change not applied): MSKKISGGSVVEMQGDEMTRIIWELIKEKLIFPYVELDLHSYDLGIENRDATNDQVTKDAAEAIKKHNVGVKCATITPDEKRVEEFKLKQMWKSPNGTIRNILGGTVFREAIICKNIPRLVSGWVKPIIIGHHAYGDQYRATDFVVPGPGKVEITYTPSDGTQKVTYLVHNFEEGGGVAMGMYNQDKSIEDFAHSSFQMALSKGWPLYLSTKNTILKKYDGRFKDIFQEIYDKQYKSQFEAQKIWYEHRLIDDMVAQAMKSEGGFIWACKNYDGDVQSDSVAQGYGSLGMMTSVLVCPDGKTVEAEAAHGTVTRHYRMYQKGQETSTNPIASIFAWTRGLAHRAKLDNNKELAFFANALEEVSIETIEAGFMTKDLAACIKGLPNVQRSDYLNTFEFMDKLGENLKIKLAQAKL
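IDH1-R132H (0.5 ug/mL) preincubated 30 min with compound, then NADPH (0.016 mM) and alpha-KG (2 mM) added; 80 min at RT, pH 7.5. Remaining NADPH coupled via diaphorase/resazurin to fluorescence (540/590 nm); concentration-response curves normalized to no-enzyme control.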
TRHR ag = TRH receptor (human) agonism; P34981; TRHR cells, calcium flux fluo-8, FDSS agonist mode; activation, % at 2 µM; 360,000 tested, 0.18% active; AID 493084; in the data active means activation above about 30%; further: 0% is about no effect
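Fluo-8-loaded TRHR cells; 10 s baseline, compound added, kinetic Ca2+ fluorescence read 1/s, agonist mode.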
USP1-UAF1 inh = USP1/UAF1 (human) deubiquitinase inhibition | recombinant USP1/UAF1, Ub-Rhodamine cleavage fluorescence | Potency, µM (highest dose often 57.1 µM), without a hit: at the top dose activity change, negative = inhibition, actives largely listed as inhibitors | 390,000 tested, 0.23% active; further: potency means the concentration at half of the fitted maximal effect; on the % scale 0 is the no-effect control and ±100 the full control effect; nearly all actives have a fitted effect of over 60% in size; inactives centre near -12
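In this screen, compounds sit with the deubiquitinase complex (1nM) for 15 min at room temperature before Ub-Rho is added at 150nM final. Fluorescence rise is then followed for 6 reads every 60 seconds.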
TrxR1 substrate = substrates of rat thioredoxin reductase 1 | O89049 | purified TrxR1 substrate turnover, NADPH consumption readout | Potency, µM (doses to about 114 µM), for inactives: at the highest dose activity change, negative = substrate turnover | 390,000 tested, 0.01% active | AID 588456; further: potency means the concentration at half of the fitted maximal effect; on the % scale 0 is the no-effect control and ±100 the full control effect; nearly all actives have a fitted effect of over 50% in size
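Rat TrxR1, dispensed at 90 nM, was prereduced with 400 uM NADPH (final) for 5 min at ~22 deg C, then incubated with compound 15 min before 400 uM selenite. A first-read NADPH fluorescence drop versus no-compound background flagged substrates.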
PI4K2A block = PI4K2A (human) kinase inhibition; activity change, negative = inhibition, % at 76.9 µM; purified PI4K2A, ADP-Glo luminescence, 1 h; stronger effect = lower value; 420,000 tested, 0.13% active; Q9BTU6; in the data active means activity change below about -50%; inconclusive means mostly about -30% to -49%;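 further: -100% = wells without enzyme as full effect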
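Compounds are screened against recombinant PI4K2A using PI as substrate and ATP, the latter dispensed at 300 microM. Reactions run one hour at ambient temperature before ADP-Glo detection; full inhibition defined by wells lacking enzyme.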
Starred values were filed as active, the others as inactive; ? = inconclusive; / = no result given; & = joins results of further samples; [ ] = remark or other dose. Unless noted, the call rests on the fitted dose curve; in most records, active means well fitted inhibition curve with a large enough effect; inconclusive means small, poorly fitted or top-dose-only effect; inactive means no such curve, though single readings can be large or run the other way.

No. | mol | TRHR PAM | TRHR ag | rTrxR1 inhibitor | TrxR1 substrate | IDH1 R132H inh | D2 antagonist | PI4K2A block | USP1-UAF1 inh | D2 ag
1 | Cc1ccc(C)c(NC(=O)CCCCCCCCCCC2COCCO2)c1 (centres undefined) | -5 | 0.5 | 21% | 1% | 5% | 7 | -2 | 2% | -0.4
2 | O=C1N/C(=N/N=C/c2ccco2)SC1Cc1ccccc1 (centres undefined) | 0 | -0.4 | 17% | -2%[57.1 µM] | 7% | -7 | 8 | -18% | 0.8
3 | O=C(O)c1ccc(Nc2nc3ccccc3c3nncn23)cc1 | 0 | 0.3 | 2% | -5% | -17% | / | -3 | -29% | /
4 | O=C(CCCc1ccccc1)Nc1ccccc1[N+](=O)[O-] | -5 | -0.3 | 9%[57.1 µM] | -4% | -5% | 5 | -6 | -9% | 0.2
5 | COc1ccc(NC(=O)CCc2c(C)nc3c(-c4ccc(F)cc4)c(C)nn3c2C)c(OC)c1 | 16 | -0.1 | 32% | 5% | 4% | / | 2 | -25% | -1.1
6 | CN1CCc2c(C#N)c(N3CCCCC3)nc(N3CCOCC3)c2C1 | / | / | -13% | 8% | -2% | / | 2 | -2% | /
7 | Cc1noc(C)c1COc1ccc(C(=O)OCC(=O)N2CC(=O)Nc3ccccc32)cc1 | -6 | -1.7 | -9% | -8% | 6% | -39 | -2 | -2% | 5.8
8 | C/C(=N/Nc1ccccc1C(=O)O)c1cccs1 | -3 | -0.6 | -1%[57.1 µM] | 0%[57.1 µM] | 7% | -2 | -2 | -17% | -0.2
9 | C/C(=N\Nc1ccc(S(=O)(=O)N2CCCCC2)cn1)c1ccc(O)cc1 | 6 | -0.1 | -15% | -17% | 5% | 7 | -3 | -15% | -1.1
10 | CC(C)(C)CN1CCC(n2nccc2NC(=O)c2ccccc2Cl)CC1 | 0 | 3.9 | 17% | 4% | -1% | 1 | 1 | -22% | 2.4
11 | Cc1oc(-c2cccs2)nc1CNC[C@H]1O[C@@H](n2cnc3c(N)ncnc32)[C@H](O)[C@@H]1O | / | / | 4% | 12% | 8% | / | -4 | -20% | /
12 | CCOc1ccc(CNC(=O)c2ccc(-c3nc(CS(=O)(=O)c4ccccc4)c(C)o3)cc2)cc1 | 0 | 0.5 | -4% | -4% | 18% | / | -1 | -15% | 1.5
13 | O=C1N=C(N2CCc3ccccc3C2)S/C1=C\c1ccc(O)cc1 | 0 | 0.2 | 6% | -3% | -8% | 4 | -2 | -14% | -2.3
14 | NS(=O)(=O)c1cccc(NC(=O)CN2CCCc3ccccc32)c1 | 14 | 0.9 | 7% | 1% | 11% | 4 | -1 | -22% | 4.1
15 | CCN(CC)S(=O)(=O)c1ccc(C)c(NC(=S)NNC(=O)C2CC2)c1 | 5 | -0.9 | 2% | 2% | -1% | 6 | -9 | -19% | -2.2
16 | Cc1cc2[nH]c(=O)c(=O)[nH]c2cc1S(=O)(=O)Nc1cccc(F)c1 | -4 | 0.4 | 16% | 3% | -2% | 2 | -7 | -19% | -0.5
17 | COc1ccc(C(=O)c2cccc(C(=O)c3ccc(OC)c(C)c3)c2)cc1C | -11 | 0.0 | 12%[57.1 µM] | 0%[57.1 µM] | 4% | -1 | 0 | -18% | 0.5
18 | CN1CCN(S(=O)(=O)c2cccc(S(=O)(=O)c3ccc(Cl)c(Cl)c3)c2)CC1 | -14 | 0.5 | 0%[57.1 µM] | -4% | 0% | 25 | -2 | -11% | -0.9
19 | O=C(c1ccco1)N1CCN(S(=O)(=O)c2ccc(Cl)cc2)CC1 | -1 | -0.2 | 16%[57.1 µM] | -10% | 1% | / | 2 | -6% | /
20 | O=C(CNS(=O)(=O)c1ccc(Br)cc1)Nc1ccc2c(c1)OCCO2 | 4 | -0.1 | 14% | 4% | 7% | -21 | -4 | -18% | 0.2
21 | O=C(c1noc2c1CCCCC2)N1CCN(c2ccc(Cl)cc2)CC1 | 8 | 0.2 | 24% | -3% | -11% | / | 2 | -9% | 0.5
22 | CCOC(=O)N1CCN(CCC(=O)Nc2cccc(Cl)c2C)CC1 | 0 | -0.1 | 28% | 2% | -9% | 2 | 0 | -18% | -1.2
23 | O=C(Nc1cccc(Cl)c1)C1C2C=CC3(O2)C1C(=O)N(CCCN1CCCCC1)C3C(=O)NC1CCCCC1 (centres undefined) | -2 | 0.2 | 22% | 6% | -9% | 3 | -2 | ? | 0.4
24 | CCCn1c(SCC(=O)Nc2ccc(NC(=O)CC)cc2)nc2c1c(=O)n(C)c(=O)n2C | 0 | -0.4 | 21% | 12% | 10% | -7 | -12 | 0% | -2.3
25 | Cc1ccc(CNC(=O)c2cnc3c(-c4ccc(F)cc4)c(C)nn3c2C)o1 | -6 | -0.6 | 2%[57.1 µM] | 2%[57.1 µM] | -13% | / | -2 | -2% | 1.1

More compounds follow.
No. | mol | TRHR PAM | TRHR ag | rTrxR1 inhibitor | TrxR1 substrate | IDH1 R132H inh | D2 antagonist | PI4K2A block | USP1-UAF1 inh | D2 ag
26 | C=CCn1c(COc2ccccc2)nnc1SC(C)C(=O)N/N=C/c1cc(Cl)ccc1O (centres undefined) | 6 | 1.2 | 4%[57.1 µM] | -3%[57.1 µM] | -6% | 5 | 5 | -6% | -0.6
27 | C/C=C/C(=O)Nc1ccccc1Br | 5 | -0.2 | 17% | 6%[57.1 µM] | 0% | -5 | -1 | 0% | 0.3
28 | CCc1ccccc1NC1c2ccccc2C(=O)N1Cc1ccco1 (centres undefined) | 8 | -0.6 | 2%[57.1 µM] | 5%[57.1 µM] | 5% | -5 | -1 | -12% | -2.0
29 | CCCCN1CC(=O)N2[C@H]3c4cc(C)ccc4OC[C@@H]3[C@H](C(=O)OCC)[C@]2(C)C1=O | -5 | 0.0 | 0% | -3% | 1% | -14 | 2 | 8% | 0.2
30 | CC(C)Cn1c(-c2csc(C(C)C)c2)n[nH]c1=S | 26 | -0.7 | -10% | -1% | -3% | / | -13 | -19% | /
31 | CN=C1c2cc3c(Br)c(OC)ccc3n2CCN1C | 4 | 0.3 | -2% | 0% | 3% | -5 | 3 | -4% | 0.5
32 | CCN1CCCC1CNC(=O)Cn1nc(C)n2c(cc3cc(F)ccc32)c1=O (centres undefined) | 35* | 0.8 | -30% | -6% | -8% | -8 | -2 | -7% | 0.0
33 | O=C(c1cc(-c2cccc(Cl)c2)on1)N1CCCCC1 | 13 | -1.8 | -2% | -2% | 4% | / | 0 | -24% | 0.0
34 | Cc1cc(-c2nnnn2-c2ccc(C(F)(F)F)cc2)no1 | -8 | -0.7 | -2%[57.1 µM] | 1%[57.1 µM] | 1% | 16 | 0 | -12% | 0.2
35 | CCOC(=O)c1cc(-c2ccc(C)cc2)nn1Cc1ccccc1 | 22 | 2.0 | 6% | -3% | 18% | / | -3 | -22% | 0.3
36 | Cc1cccc(OC(=O)c2nc(SCc3ccccc3F)ncc2Cl)c1 | -3 | 3.2 | 30% | 1% | 11% | / | -8 | -3% | /
37 | CCCCNS(=O)(=O)c1ccc2nc(-c3cccnc3)cc(C(=O)NCCOC)c2c1 | -3&10 | 0.3&-0.1 | 6% | -5% | 3%&7% | 8 | -5&0 | -4%&-21% | -0.1&0.3
38 | CCc1ccc(NC(=O)CSc2nc3ccccc3c(=O)n2CCNC(C)=O)cc1 | 8 | -0.1 | 19%[57.1 µM] | 2%[57.1 µM] | -6% | / | 1 | -6% | 0.8
39 | O=C(N[C@@H]1C/C=C\C[C@@H](CC(=O)N(CCO)Cc2ccccc2)C(=O)NCCOC1=O)OCC1c2ccccc2-c2ccccc21 | / | / | -10% | -1% | -4% | / | 0 | -2% | /
40 | CC(=O)c1ccc(NC(=O)CNC2CCCCC2)cc1 | 4 | 1.3 | 10%[57.1 µM] | 12%[57.1 µM] | -2% | 9 | -5 | -21% | 1.1
41 | Cc1[nH]c2ccccc2c1/C=N/Nc1nc(Nc2ccccc2)nc(N2CCOCC2)n1 | 55* | -0.2 | -19% | -16% | -3% | 23 | -1 | 1% | 0.8
42 | COc1cccc2c1Oc1ncccc1N(C(=O)CCC(=O)NCCC(C)C)C2 | -2 | -0.4 | 10% | 5% | 14% | / | 2 | 8% | 0.5
43 | O=C(CSc1nc2cccnc2n1Cc1ccccc1)NCc1ccco1 | -1 | -1.0 | -16% | -3% | -1% | 6 | 0 | -17% | -0.6
44 | Nc1ncnc2c1ncn2CCOc1ccccc1 | -1 | 0.2 | 13% | 2% | -1% | -3 | -6 | -12% | 0.4
45 | Cc1cccc(C(=O)NCc2ccco2)c1 | 2 | 0.3 | -20% | 9% | 23% | 1 | -3 | -25% | 0.3
46 | O=C(NCCc1ccccc1)C1CCN(c2ncccn2)CC1 | 1 | 0.3 | 21% | 11% | 0% | 30 | -5 | -4% | 0.6
47 | O=[N+]([O-])c1ccccc1CCc1cnc(Cl)s1 | -4 | -0.5 | 15% | 2% | 12% | 5 | 6 | -23% | -0.6
48 | CC1=C(C(N)=O)C(c2ccccn2)n2nc(SCc3ccccc3)nc2N1 (centres undefined) | -1 | 0.3 | 1%[57.1 µM] | 6%[57.1 µM] | 1% | / | 2 | -18% | /
49 | Cc1ccc2[nH]cc(C(=O)CN3CCN(C)CC3)c2c1 | -1 | 0.6 | 16% | 4% | 4% | / | -1 | -13% | /
50 | Cc1cccc(OCC(=O)Nc2c(C(=O)Nc3ccc(F)cc3)oc3ccccc23)c1 | -1 | 0.1 | 21% | 10% | -11% | / | -5 | ? | 0.9
51 | CN(C)CCCNc1ccc(S(N)(=O)=O)cc1[N+](=O)[O-] | 9 | 0.0 | -18% | -15% | 0% | -3 | 6 | -16% | -0.1

Three entries already listed, arranged by their value in TrxR1 substrate, low to high:
nr	SMILES	TRHR PAM	TRHR ag	rTrxR1 inhibitor	TrxR1 substrate	D2 antagonist	PI4K2A block	USP1-UAF1 inh
30	CC(C)Cn1c(-c2csc(C(C)C)c2)n[nH]c1=S	26	-0.7	-10%	-1%	/	-13	-19%
44	Nc1ncnc2c1ncn2CCOc1ccccc1	-1	0.2	13%	2%	-3	-6	-12%
45	Cc1cccc(C(=O)NCc2ccco2)c1	2	0.3	-20%	9%	1	-3	-25%
